Screening data: PubChem, several laboratories
Scp-1 inhibitor = Scp-1 (human) phosphatase inhibition; Q9GZU7; inhibition, % at 20 µM; 340,000 compounds, 0.88% hits; Recombinant Scp1, phosphopeptide, malachite green phosphate absorbance;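 active = inhibition above about 50% at 20 µM, limit read from the data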;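 note: plate controls were DMSO wells with enzyme for no effect and wells lacking enzyme for full effect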
Target sequence (Q9GZU7 76-261 limits assumed): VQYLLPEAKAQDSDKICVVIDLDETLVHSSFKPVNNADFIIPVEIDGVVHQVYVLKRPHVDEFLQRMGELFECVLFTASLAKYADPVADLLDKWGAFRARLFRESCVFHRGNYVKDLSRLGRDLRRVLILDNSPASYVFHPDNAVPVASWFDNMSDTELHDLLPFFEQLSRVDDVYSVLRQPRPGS
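assay system = SCP-1 phosphatase catalytic domain, residues 76-261 | buffer or medium = 50 mM Tris acetate pH 5.5, 0.005% Tween-20, 10 mM MgCl2 | incubation = enzyme reaction 45 min at room temperature, colour 5 min, stabilisation 30 min | signal = Phosphate-binding colour reagent, absorbance read at 630 nm | measure = % inhibition at 20 µM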
STEP inh = inhibitors of human striatal-enriched phosphatase STEP; 360,000 compounds, 0.25% hits; inhibition, % at 20 µM; P54829; AID 588621; recombinant STEP, OMFP fluorogenic substrate, fluorescence;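 active = inhibition at 20 µM, scaled per plate between control wells, above about 37%, limit read from the data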;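 note: 0% = DMSO with enzyme and substrate and 100% = substrate only without enzyme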
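Also added – OMFP at 25 µM · Test system – STEP tyrosine phosphatase · Technique – FITC-channel fluorescence of OMFP product · Schedule – 20 min at room temperature, dark · Evaluation – control-normalized % inhibition with plate pattern correction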
Tb MetRS inh = blocks T. brucei methionyl-tRNA synthetase activity | purified T. brucei MetRS, ATP depletion, Kinase-Glo luminescence | inhibition, % at 11.9 µM | 360,000 compounds, 0.4% hits;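 active = inhibition above a per-plate cutoff of the control wells' mean inhibition plus 3 SD, cut at about 5.5% in these data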;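 note: 0% = DMSO wells median and 100% = median of wells with control inhibitor compound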
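Dosing: 11.9 µM compound single dose, 0.9% DMSO; Assay system: purified T. brucei MetRS enzyme; Measured by: Kinase-Glo luciferase luminescence reporting remaining unconsumed ATP; Schedule: 15 min plus 2 h at 25 °C.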
E coli Lon inh = inhibitors of E. coli Lon protease; purified E. coli Lon protease, fluorescence polarization; inhibition, % at 7.94 µM; 360,000 compounds, 0.42% hits; AID 602123; in the data active = inhibition above about 13%, passing the limit was not always enough;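 note: 0% = enzyme with probe and DMSO and 100% = no enzyme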
Target sequence (P0A9M0 whole entry, looked up): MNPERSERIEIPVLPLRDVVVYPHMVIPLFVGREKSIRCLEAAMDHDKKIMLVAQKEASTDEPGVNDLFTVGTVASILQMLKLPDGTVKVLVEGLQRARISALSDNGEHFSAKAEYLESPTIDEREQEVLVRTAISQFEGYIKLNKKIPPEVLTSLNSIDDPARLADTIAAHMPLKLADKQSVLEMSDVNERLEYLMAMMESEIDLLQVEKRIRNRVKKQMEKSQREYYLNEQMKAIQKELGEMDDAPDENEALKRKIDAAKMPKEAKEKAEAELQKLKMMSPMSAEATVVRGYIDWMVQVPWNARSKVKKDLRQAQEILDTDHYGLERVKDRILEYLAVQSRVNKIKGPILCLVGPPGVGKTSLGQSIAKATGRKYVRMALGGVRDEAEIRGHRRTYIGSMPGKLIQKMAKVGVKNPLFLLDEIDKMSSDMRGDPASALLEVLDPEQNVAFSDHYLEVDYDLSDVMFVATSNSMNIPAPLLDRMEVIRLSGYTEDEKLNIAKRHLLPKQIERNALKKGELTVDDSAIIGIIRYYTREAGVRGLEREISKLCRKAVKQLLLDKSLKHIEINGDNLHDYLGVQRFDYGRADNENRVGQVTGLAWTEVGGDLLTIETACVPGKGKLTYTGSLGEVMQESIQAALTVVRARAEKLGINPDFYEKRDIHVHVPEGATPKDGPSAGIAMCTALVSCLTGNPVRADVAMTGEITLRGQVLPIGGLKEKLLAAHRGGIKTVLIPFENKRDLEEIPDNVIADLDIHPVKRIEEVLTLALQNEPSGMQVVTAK
DNMT1 block = blocks human DNA methyltransferase DNMT1. inhibition (reported as % activation of signal), % at 10 µM. P26358. DNMT1 molecular beacon, Hinp1I cleavage, fluorescence. 360,000 compounds, 0.83% hits; in the data active = inhibition above about 50%
MsrA act = bovine methionine sulfoxide reductase A activation | activation, % at 10.6 µM | AID 602163 | 360,000 compounds, 0.3% hits | purified bovine MsrA, absorbance read-out; in the data active = activation above about 7.5%;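 note: 0% = vehicle and 100% = reference activator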
NRP1-CendR mod = alters CendR peptide binding to human NRP-1 | O14786 | FAM-RPARPAR peptide binding to NRP-1, fluorescence polarization | inhibition, % at 25 µM | 360,000 compounds, 0.85% hits | AID 602438;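 active = inhibition or corrected inhibition above about 18%, plus a signal ratio from 0.5 to 1.5, limit read from the data, passing the limit was not always enough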; note: strong numbers were not always called active
LMPTP block = LMPTP (human) inhibition; AID 651560; inhibition, % at 20 µM; recombinant LMPTP-A, OMFP fluorogenic substrate, fluorescence intensity; 360,000 compounds, 0.22% hits;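 active = compounds that cut the enzyme signal by at least half of the control window in the single-dose screen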;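 note: plate controls were DMSO wells with enzyme plus substrate for no effect and substrate without enzyme for full effect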
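Test system: LMPTP-A phosphatase enzyme. Amount: LMPTP-A at 0.625 nM final in the reaction. Reagent: OMFP substrate, 400 µM final. Times: 50 min at room temperature. Signal: endpoint fluorescence intensity from OMFP dephosphorylation. Read-out basis: % inhibition. Benchmarks: no-enzyme and uninhibited controls.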
MsrA inh = inhibits bovine methionine sulfoxide reductase A. purified bovine MsrA, absorbance read-out. inhibition, % at 15.5 µM. 360,000 compounds, 0.75% hits. AID 651718; in the data active = inhibition above about 4.5%;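 note: 0% = vehicle wells with enzyme and 100% = reference inhibitor wells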
SUMO1 PPI mod = modulators of human SUMO1-mediated protein-protein interactions. SUMO1 binding to a labelled peptide, TR-FRET, 1 h. AID 602429. inhibition, % at 20 µM. 360,000 compounds, 0.33% hits. P63165; in the data active = inhibition above about 37%
Target sequence (P63165 whole entry, looked up): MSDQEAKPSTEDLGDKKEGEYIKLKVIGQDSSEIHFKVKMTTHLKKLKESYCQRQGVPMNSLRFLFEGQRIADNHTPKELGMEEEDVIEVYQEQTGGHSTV
Active calls of the source: *; . = no result given.

SMILES	Scp-1 inhibitor	STEP inh	Tb MetRS inh	E coli Lon inh	DNMT1 block	MsrA act	NRP1-CendR mod	LMPTP block	MsrA inh	SUMO1 PPI mod
Cc1ccc(N(Cc2ccccc2)C(=O)c2ccc(S(=O)(=O)N3CCOCC3)cc2)cc1	-5	-1	-0.1	-13	-3	4	-4	-0.6	-1.3	5
O=P1(NC2CCCC2)OCC2(CO1)COP(=O)(NC1CCCC1)OC2 (stereo unspecified)	-8	-4	-0.1	-3	0	-5	4	-1.4	0.4	-2
COc1ccc(-n2c(CCC(=O)O)ccc2-c2ccc(F)cc2)c(OC)c1	-8	3	-0.4	-10	-5	-4	-3	-0.8	0.7	-3
C=CC(=O)NC(NC(=O)C=C)c1ccc(Br)cc1	-6	-2	-0.2	-4	-1	-1	-3	-2.0	1.0	-1
O=S1(=O)C[C@@H](N2CCC(Cc3ccccc3)CC2)[C@H](COCc2ccccc2)N1	.	0	-0.8	-2	0	-2	4	0.2	-0.7	0
Cc1nc(S(=O)(=O)c2ccc(Br)cc2)nc2c1CCC2	2	-4	-1.3	4	2	-12	0	2.0	-1.3	20
O=C(N(Cc1ccccc1)c1ccccn1)C12CC3CC(CC(C3)C1)C2	-4	0	-1.1	-7	5	-3	0	0.1	-0.7	2
COc1cccc(C2CC(c3cccs3)=NN2C(=O)c2ccco2)c1O (stereo unspecified)	-5	0	0.3	1	-1	-5	3	2.6	2.1	-10
COc1ccc(CSc2nnc3[nH]c(=O)cc(N)n23)cc1	-1	0	-0.9	2	0	-15	-5	3.7	0.5	12
S=c1[nH]ccn1-c1ccccc1Cl	-5	2	-0.5	2	-4	-1	4	-2.7	-1.1	0
COC(=O)c1cc(S(=O)(=O)NCC2CCN(Cc3ccc(C)cc3)CC2)c[nH]1	-8	-2	-0.1	0	1	-1	6	-2.1	1.0	-1
COc1cc(-c2nc(Cc3ccccc3Cl)no2)cc(OC)c1OC	-13	4	-0.9	-8	-6	-7	-2	3.2	-0.1	0
O=C(CC12CC3CC(CC(C3)C1)C2)NCc1ccccc1	-7	0	0.1	-8	2	-2	3	1.8	-0.4	4
Cc1ccc(/C=N/NC(=O)c2ccc(N(C)S(=O)(=O)c3ccccc3)cc2)cc1	-1	-3	-0.2	-5	-2	-10	-5	1.3	1.0	-7
Cc1ccc(S(=O)(=O)N2CCCOC2CNC(=O)C(=O)NCc2ccncc2)cc1 (stereo unspecified)	-7	-3	0.1	2	2	-3	-7	-2.2	-0.3	-1
CCN1CC(CN(C)Cc2cn(-c3ccc(C)cc3)nc2-c2ccc(F)cc2)CC1=O (stereo unspecified)	-8	-4	-0.4	2	-2	3	0	-0.7	0.6	-1
COc1cc(CNc2ccc3[nH]c(=O)[nH]c3c2)ccc1OCc1ccc(F)cc1Cl	-9	2	0.2	-15	-6	0	1	0.9	-0.5	5
COCCSc1ccccc1C(=O)Nc1nnc(COC)s1	-1	6	-0.5	15	0	-6	5	-0.9	0.6	5
CN(c1ccccc1)S(=O)(=O)c1cccc(NC(=O)CN2CCCc3ccccc32)c1	-13	1	-0.4	-11	-8	1	-32	2.5	-0.4	-2
CCOC(=O)c1c(NC(=O)C2C3C=CC(C3)C2C(=O)O)sc2c1CC(C)(C)OC2 (stereo unspecified)	-10	-1	-0.1	1	-2	-3	2	-1.1	0.6	1
C=CCn1c(SCC(=O)NC(=O)NCCC)nnc1C1CCCCC1	2	2	-0.2	7	1	1	-3	1.0	0.3	-1
Fc1ccccc1OCCCN1CCOCC1	-3	1	-0.4	14	-1	1	-2	-0.7	-0.2	3
Cc1sc(NC(=O)c2ccco2)c(C(=O)c2ccc(Cl)cc2)c1C	-16	5	-0.7	7	-8	-5	-8	3.5	0.7	-5
O=C(O)c1cccnc1C(=O)c1ccccc1	-7	3	-0.1	-1	4	-3	-6	-2.6	0.7	3
O=C(O)CCN1CCOCC1	-2	-2	-0.3	5	-2	-2	10	-1.0	-0.5	0
CCn1nc(NC(=O)c2ccco2)c2cc3ccccc3nc21	5	0	-0.9	3	9	-9	-11	-0.5	-0.6	-12
CC(=O)c1ccc(OC(C)C(=O)OCC(=O)NCCc2ccccc2)cc1 (stereo unspecified)	-4	-3	-0.4	7	3	-5	-1	-0.8	0.0	4
CC1CC(C)C(=O)C(C(CC2CC(=O)NC(=O)C2)OC(=O)CC(=O)c2ccccc2)C1 (stereo unspecified)	-10	-1	-0.1	-7	-1	-3	12	0.5	-0.2	1
CCCCC(=O)Nc1ccc2c(c1)nc(CCNC(=O)c1ccco1)n2C	-5	-3	-0.6	3	2	-6	12	0.1	-0.6	-2
Oc1ccc(/C=N/Nc2nc(N3CCCC3)nc(N3CCCC3)n2)cc1O	-10	1	-0.6	-3	10	-8	25	1.8	3.9	-4
Cc1cc(C(=O)Nc2c[nH]c(=O)[nH]c2=O)ccc1[N+](=O)[O-]	-5	-2	-0.6	0	1	-4	5	-1.6	-0.1	-22
COc1ccc(/C=C/C(=O)OCC(=O)N(C)c2c(N)n(Cc3ccccc3)c(=O)[nH]c2=O)cc1OC	-4	-2	-0.3	-7	-1	-3	6	-1.5	1.7	-22
CCN(CC)C(=O)CSc1nc(C)cc(C)c1C#N	1	0	-0.7	0	1	-5	5	-0.6	-1.1	-1
C#CCOCCOCCOCCNc1nc(N2CCN(C(=O)[C@H](CCCN=C(N)N)n3cc(C(N)[C@@H](C)CC)nn3)CC2)nc(N2CCN(C(=O)[C@H](CCC(=O)O)n3cc([C@@H](N)[C@H](C)CC)nn3)CC2)n1 (stereo partly specified)	4	-2	0.8	-4	1	-3	9	-6.3	-0.5	-34
C=CCOc1cccc(CNc2ccc3[nH]c(=O)[nH]c3c2)c1	-5	-2	0.1	-12	-4	0	1	1.2	-0.5	4
O=C(Nc1ccc2ccccc2c1)c1cccc2ccccc12	-13	-1	-0.2	-8	8	-3	18	-0.6	-0.1	-1
Cc1ccc(NC(=S)N(CCN(C)C)C(C)c2ccco2)c(C)c1 (stereo unspecified)	-2	-3	-0.1	-6	-2	-2	5	-0.9	0.7	-1
CCC(=O)N1CCc2cc(S(=O)(=O)CCC(=O)Nc3nc(C)cs3)ccc21	1	0	-0.7	-6	1	-13	3	-1.1	0.3	-1
CCOC(=O)c1cc(-c2ccccc2)sc1NC(=O)C(C)OC(=O)c1cccc(S(=O)(=O)N(C)C)c1 (stereo unspecified)	-11	1	-0.5	0	-5	2	3	1.9	-1.4	0
CS(=O)(=O)N(CC(=O)N1CCCC1)Cc1ccc(Cl)cc1	2	-3	-0.2	-1	0	-2	3	-2.1	-0.7	-2
CCN(CC)S(=O)(=O)c1ccc2[nH]c(=O)cc(C(=O)N(C)C3CCS(=O)(=O)C3)c2c1 (stereo unspecified)	-10	-3	-0.2	-5	1	-4	4	-0.6	0.8	-1
CN(CC(=O)Nc1ccccc1Cl)C(=O)COC(=O)Cc1c(F)cccc1Cl	-5	0	0.7	-8	2	-4	19	-0.7	-1.3	-1
CS(=O)(=O)c1ccc(Cl)c(S(=O)(=O)NCc2ccccc2)c1	0	-1	-0.3	-5	0	-2	3	0.9	-0.7	-4
COCCCN(C(=O)c1cc2c(s1)CCC2)c1c(N)n(Cc2ccccc2)c(=O)[nH]c1=O	7	-2	-0.4	-2	10	-6	1	3.1	-1.6	-1
O=c1c2cc([N+](=O)[O-])ccc2nc2n1CCCC2	-12	-3	0.1	19*	-3	-2	-9	-1.1	1.7	-33

Reformatted: results already given.
Molecule | Scp-1 inhibitor | STEP inh | Tb MetRS inh | E coli Lon inh | DNMT1 block | MsrA act | NRP1-CendR mod | LMPTP block | MsrA inh | SUMO1 PPI mod
COCCCN(C(=O)c1cc2c(s1)CCC2)c1c(N)n(Cc2ccccc2)c(=O)[nH]c1=O | 7 | -2 | -0.4 | -2 | 10 | -6 | 1 | 3.1 | -1.6 | -1
CS(=O)(=O)N(CC(=O)N1CCCC1)Cc1ccc(Cl)cc1 | 2 | -3 | -0.2 | -1 | 0 | -2 | 3 | -2.1 | -0.7 | -2

Carrying on.
SMILES	Scp-1 inhibitor	STEP inh	Tb MetRS inh	E coli Lon inh	DNMT1 block	MsrA act	NRP1-CendR mod	LMPTP block	MsrA inh	SUMO1 PPI mod
Cc1ccc(S(=O)(=O)NNC(=O)NC23CC4CC(CC(C4)C2)C3)cc1	-1	0	-0.7	-18	7	-12	-4	-0.6	0.6	6
O=C(Nc1cccc(-n2cnnn2)c1)C1CCCN(Cc2cccc(C(F)(F)F)c2)C1 (stereo unspecified)	0	1	-0.5	-10	0	-2	7	0.6	-1.7	-3
O=C(NCCCN1CCCC1)c1ccc(CS(=O)(=O)c2ccc(Br)cc2)o1	-12	-2	-1.5	-2	-4	0	-2	6.2	-0.8	-15
Cc1c(NC(=O)C(C)c2ccc(CC(C)C)cc2)c(=O)n(-c2ccccc2)n1C (stereo unspecified)	-3	-3	-2.6	11	-1	-5	2	-1.1	0.5	4
COc1ccc(NC(=O)N(C)C[C@H]2Oc3c(NC(=O)C4CCCCC4)cccc3C(=O)N([C@H](C)CO)C[C@@H]2C)cc1	-5	1	-1.2	9	0	-2	-13	-1.7	-1.0	2
NS(=O)(=O)c1cccc(NC(=O)c2ccc(NS(=O)(=O)c3cccc([N+](=O)[O-])c3)cc2)c1	-7	-1	-0.4	-9	-2	-10	8	0.8	1.5	-21
CCC1(C)Cc2ccccc2C(Nc2c(C)n(C)n(-c3ccccc3)c2=O)=N1 (stereo unspecified)	-2	-1	0.0	-5	2	1	-1	-1.2	-0.6	-1
O=C1OC(c2cccs2)=N/C1=C/c1ccc(-c2cccc(C(=O)O)c2)o1	65*	16	0.1	-4	85*	-5	-168	0.5	4.1	30
CCCCC1=CC2=CC(=O)C(C)(OC(=O)CC)C(=O)C2=CN1C1CCCCC1 (stereo unspecified)	-2	0	0.2	10	-5	-2	-13	0.5	-0.2	-6
O=C(Nc1ccc(S(=O)(=O)N2CCN(Cc3ccccc3)CC2)cc1)c1cnccn1	-5	0	-1.0	-10	-8	-10	-1	-1.5	1.1	-2
COc1nnc(-c2ccc(C)c(S(=O)(=O)N(C)C)c2)c2ccccc12	-4	1	-0.3	-6	-7	-3	-2	0.1	0.3	6
C/C(=C\C(=O)OCCCCCCCCC(=O)O)C[C@@H]1OC[C@H](C[C@@H]2O[C@H]2[C@@H](C)[C@H](C)O)[C@@H](O)[C@H]1O	-17	-2	-0.5	4	4	-1	11	-0.6	0.5	6
CCCSc1nsc(NC(=O)Nc2ccc(F)cc2F)n1	-9	0	-0.5	1	2	1	7	1.1	0.5	9
